CCHFV vOTU inh: blocks the CCHF virus ovarian tumor domain protease; CCHFV vOTU protease, Pep-AMC fluorescence; inhibition, % at 11.5 µM; 370,000 compounds, 0.55% hits; in the data active = inhibition above about 30%; also: 0% = vehicle wells with enzyme and 100% = no enzyme wells
SARS 3CLpro inh: SARS-CoV 3CLpro protease inhibition. P0C6X7. recombinant SARS-CoV 3CLpro, quenched FRET peptide cleavage. inhibition, % at 6 µM. 290,000 compounds, 0.14% hits. AID 1706; in the data active = inhibition above about 12%
PriA SSB inh: blocks PriA binding to SSB C-terminal tail. AlphaScreen SSBct-PriA binding, biotinylated peptide. inhibition, % at 33 µM. 430,000 compounds, 0.6% hits; in the data active = inhibition mostly above about 37%, no sharp cut-off; inactive = mostly below about 20%;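 also: plate controls were negative control peptide for no effect and reference peptide for full effect; strong numbers were not always called active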
BoNT A protease: inhibitors of Botulinum neurotoxin A light chain protease; multiplex microsphere protease substrate cleavage, flow cytometry; inhibition, % at 10 µM; 360,000 compounds, 0.17% hits; AID 588499; also: plate controls were buffer without enzyme for full effect and enzyme alone for no effect
Rv3671c inh: inhibitors of M. tuberculosis serine protease Rv3671c; P9WHR9; inhibition, % at 5.96 µM; 320,000 compounds, 0.048% hits; in the data active = inhibition above about 38%;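 also: extracellular domain of Rv3671c used as enzyme; 0% = enzyme with DMSO and 100% = no enzyme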
VHR inh abs: inhibitors of human VHR1 phosphatase (DUSP3); P51452; recombinant VHR phosphatase, pNPP absorbance; inhibition, % at 13.3 µM; 290,000 compounds, 0.52% hits; AID 1654; in the data active = inhibition above about 50%; also: some compounds called inactive have numbers as strong as hits
Target sequence (P51452 whole entry, looked up): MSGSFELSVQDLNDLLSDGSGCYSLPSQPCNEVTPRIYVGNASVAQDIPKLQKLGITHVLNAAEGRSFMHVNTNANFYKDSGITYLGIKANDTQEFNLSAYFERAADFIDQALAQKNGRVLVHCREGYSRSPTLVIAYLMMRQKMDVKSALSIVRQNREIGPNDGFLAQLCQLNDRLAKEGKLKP
BoNT F protease: BoNT F light chain protease inhibition; 360,000 compounds, 0.22% hits; AID 588497; inhibition, % at 10 µM; Multiplex microsphere protease cleavage assay, flow cytometry; in the data active = inhibition above about 35%, passing the limit was not always enough; inconclusive = no clear call, values can overlap the other calls; also: plate controls were buffer without enzyme for full effect and enzyme alone for no effect
PrPC TRFRET: reduces human prion protein on the cell surface; P04156; cell surface PrPC, TR-FRET read-out; inhibition, % at 13.8 µM; 370,000 compounds, 0.43% hits; AID 720596; in the data active = inhibition above about 24%; also: 0% = median of the test wells and 100% = reference compound wells
MazF activator: MazEF (E. coli) toxin RNase activation | FAM/BHQ RNA-DNA oligo cleavage fluorescence, 5 h | activation, % at 20 µM | 350,000 compounds, 0.32% hits; in the data active = activation above about 50%
Anthrax LF inh2: anthrax lethal factor protease inhibition. multiplex microsphere protease cleavage assay, LF. inhibition, % at 10 µM. 360,000 compounds, 0.12% hits. AID 588501; also: plate controls were buffer without enzyme for full effect and enzyme alone for no effect
Target sequence (P15917 whole entry, looked up): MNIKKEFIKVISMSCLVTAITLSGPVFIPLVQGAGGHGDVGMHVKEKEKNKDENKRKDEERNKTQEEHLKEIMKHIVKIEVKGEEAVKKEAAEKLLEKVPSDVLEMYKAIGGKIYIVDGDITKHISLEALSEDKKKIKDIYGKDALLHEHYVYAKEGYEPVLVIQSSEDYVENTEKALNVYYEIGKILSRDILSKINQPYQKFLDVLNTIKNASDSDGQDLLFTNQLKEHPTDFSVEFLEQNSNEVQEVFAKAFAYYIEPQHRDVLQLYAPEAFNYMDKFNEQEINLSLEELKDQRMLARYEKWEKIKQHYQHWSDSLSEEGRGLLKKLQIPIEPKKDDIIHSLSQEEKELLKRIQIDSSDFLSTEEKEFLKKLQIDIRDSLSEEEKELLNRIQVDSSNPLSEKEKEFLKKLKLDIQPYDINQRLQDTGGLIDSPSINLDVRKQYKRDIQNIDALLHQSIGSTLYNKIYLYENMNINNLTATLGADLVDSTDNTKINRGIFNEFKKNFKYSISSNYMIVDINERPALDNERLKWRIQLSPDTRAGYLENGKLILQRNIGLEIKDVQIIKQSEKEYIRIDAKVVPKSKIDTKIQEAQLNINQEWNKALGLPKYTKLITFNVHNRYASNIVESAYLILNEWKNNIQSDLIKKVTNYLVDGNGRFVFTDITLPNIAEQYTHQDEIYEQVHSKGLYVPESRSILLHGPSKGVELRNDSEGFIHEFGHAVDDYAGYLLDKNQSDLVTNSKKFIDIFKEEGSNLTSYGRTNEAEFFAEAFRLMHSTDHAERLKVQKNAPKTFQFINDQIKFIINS
An asterisk follows results filed as active; i = inactive; ? = inconclusive; / = no result given. Rule as the data show it, unless noted: active = inhibition above about 30%; inconclusive = no clear call, values can overlap the other calls; inactive = below that. Not all compounds are listed (hit frequency here may not be typical).

A first look:
Each structure is followed by: PrPC TRFRET	MazF activator	BoNT A protease	VHR inh abs	Anthrax LF inh2	SARS 3CLpro inh	CCHFV vOTU inh	Rv3671c inh	PriA SSB inh	BoNT F protease
1	Cc1cc([N+](=O)[O-])cnc1NC(C)c1ccccc1 (configuration not stated)
→ -15	3	-0.9	13	-5	5	6	-2	-4	-5
2	Cc1c(Cl)cccc1NC(=O)C(=O)NNS(=O)(=O)c1ccc(F)cc1
→ /	-5	-3.0	4	-2	0	/	9	-4	-14
3	CC1=CC(C)(C)N(C)C(=O)N1c1ccc(Cl)cc1
→ -1	1	1.3	23	2	-1	11	3	-2	21
4	COC(=O)C1=C(c2ccc(-c3ccccc3)c(F)c2)C[C@@H]2CC[C@H]1N2C(=O)N1CCCC1
→ 8	1	0.0	/	-7	/	10	-2	11	1
5	O=S(=O)(CCN1CCCCC1)CCS(=O)(=O)CCN1CCCCC1
→ 5	-12	-0.5	/	2	/	5	/	-1	7
6	COC(=O)c1[nH]c2cc(OC)c(OC)cc2c1NC(=O)Oc1ccccc1
→ -11	0	-0.6	6	-3	2	15	-6	-12	-7
7	CC1(c2nnc(Cc3ccccc3)o2)CC(c2ccc([N+](=O)[O-])cc2)=NO1 (configuration not stated)
→ -13	-1	0.9	7	3	/	0	-4	22	-6
8	Cc1cc(Cl)ccc1OCC(=O)OC(C)C(=O)N(C)C (configuration not stated)
→ -4	0	-1.1	26	1	2	-2	-5	-7	-20
9	Cc1cccc(NC(=O)CN(CC2CCCO2)C(=O)c2cc(S(=O)(=O)N(C)C)ccc2F)c1C (configuration not stated)
→ 4	-3	0.3	/	4	/	0	-1	-1	-10
10	Cc1ccn(CCC(=O)Nc2ccc3c(c2)OCO3)n1
→ 6	10	1.4	-9	1	4	5	17	-13	1
11	O=C(Nc1ccccc1)N1CCN(c2ccc(F)cc2)CC1
→ 1	-3	0.4	0	2	2	4	-10	-12	4
12	O=C(COc1ccc(Br)cc1)c1ccc2c(c1)CCCC2
→ 4	2	-0.5	13	5	1	6	-19	-12	-2

The listing, from the start:
Each structure is followed by: PrPC TRFRET	MazF activator	BoNT A protease	VHR inh abs	Anthrax LF inh2	SARS 3CLpro inh	CCHFV vOTU inh	Rv3671c inh	PriA SSB inh	BoNT F protease
1	Cc1cc([N+](=O)[O-])cnc1NC(C)c1ccccc1 (configuration not stated)
→ -15	3	-0.9	13	-5	5	6	-2	-4	-5
2	Cc1c(Cl)cccc1NC(=O)C(=O)NNS(=O)(=O)c1ccc(F)cc1
→ /	-5	-3.0	4	-2	0	/	9	-4	-14
3	CC1=CC(C)(C)N(C)C(=O)N1c1ccc(Cl)cc1
→ -1	1	1.3	23	2	-1	11	3	-2	21
4	COC(=O)C1=C(c2ccc(-c3ccccc3)c(F)c2)C[C@@H]2CC[C@H]1N2C(=O)N1CCCC1
→ 8	1	0.0	/	-7	/	10	-2	11	1
5	O=S(=O)(CCN1CCCCC1)CCS(=O)(=O)CCN1CCCCC1
→ 5	-12	-0.5	/	2	/	5	/	-1	7
6	COC(=O)c1[nH]c2cc(OC)c(OC)cc2c1NC(=O)Oc1ccccc1
→ -11	0	-0.6	6	-3	2	15	-6	-12	-7
7	CC1(c2nnc(Cc3ccccc3)o2)CC(c2ccc([N+](=O)[O-])cc2)=NO1 (configuration not stated)
→ -13	-1	0.9	7	3	/	0	-4	22	-6
8	Cc1cc(Cl)ccc1OCC(=O)OC(C)C(=O)N(C)C (configuration not stated)
→ -4	0	-1.1	26	1	2	-2	-5	-7	-20
9	Cc1cccc(NC(=O)CN(CC2CCCO2)C(=O)c2cc(S(=O)(=O)N(C)C)ccc2F)c1C (configuration not stated)
→ 4	-3	0.3	/	4	/	0	-1	-1	-10
10	Cc1ccn(CCC(=O)Nc2ccc3c(c2)OCO3)n1
→ 6	10	1.4	-9	1	4	5	17	-13	1
11	O=C(Nc1ccccc1)N1CCN(c2ccc(F)cc2)CC1
→ 1	-3	0.4	0	2	2	4	-10	-12	4
12	O=C(COc1ccc(Br)cc1)c1ccc2c(c1)CCCC2
→ 4	2	-0.5	13	5	1	6	-19	-12	-2
13	NC(=O)c1ccccc1NCC(=O)c1ccc(F)cc1
→ 0	14	-0.5	20	5	0	-3	-11	-10	-4
14	Cc1cccc(NC(=O)c2cc(N3CCOCC3)nc3ccccc23)c1
→ -4	2	-0.7	0	-9	-3	-3	-1	-30	-9
15	COCc1ccc(C(=O)N(C)CC2CCCN(CCc3ccc(OC)cc3)C2)o1 (configuration not stated)
→ -1	9	-1.8	18	1	4	-8	2	-23	-8

Each structure is followed by: PrPC TRFRET	MazF activator	BoNT A protease	VHR inh abs	Anthrax LF inh2	SARS 3CLpro inh	CCHFV vOTU inh	Rv3671c inh	PriA SSB inh	BoNT F protease
16	CC1Cc2cc(S(=O)(=O)N3CCC(C(=O)N4CCN(c5ccccc5F)CC4)CC3)ccc2N1C(=O)C1CC1 (configuration not stated)
→ 14	2	1.9	19	3	2	-4	6	5	3
17	Nc1ncnc2c1ccn2[C@H]1CN(Cc2ccc(Cl)cc2)C[C@@H](CO)O1
→ 9	/	-0.2	/	4	/	2	/	/	0
18	COc1cc(C)c(CN2CCN(C(C)C(=O)NC(C)c3ccccc3)CC2)cc1OC (configuration not stated)
→ -6	-1	-1.8	45	0	3	-8	3	-1	4
19	COc1ccc2cc(-c3ccccc3)ncc2c1
→ -2	3	-0.4	39	4	3	0	10	-5	-7
20	CN1CCc2nc3sc(C(=O)C45CC6CC(CC(C6)C4)C5)c(N)c3cc2C1
→ -1	3	7.6	7	-4	-2	-8	2	13	-44
21	CC1=CN(S(=O)(=O)c2ccc(C)cc2)C[C@@H]2[C@H]3CC[C@H](C3)[C@H]12
→ -2	3	-0.1	/	-7	/	0	/	-23	0
22	O=C(Nc1ccc2c(c1)OCCO2)c1ccc(Cl)cc1Cl
→ 0	9	-0.9	16	-1	1	0	-1	-14	?
23	CCCc1cc(CCC)n2nc(N)nc2n1
→ -2	-10	0.4	/	-3	/	3	/	/	-5
24	CS(=O)(=O)N(CC(=O)NCc1ccccn1)Cc1ccc(Cl)cc1
→ 3	-17	1.0	29	-1	-12	4	4	-6	15
25	O=[N+]([O-])c1ccc2nc(NS(=O)(=O)c3ccc(F)cc3)sc2c1
→ -3	-36	3.3	10	-11	4	22	4	5	-2
26	Cc1ccc([N+](=O)[O-])cc1-c1ccc(/C=N\n2nnnc2N)o1
→ -1	7	-0.3	0	-1	-1	-1	-1	/	-2
27	COC(=O)c1ccc(NC(=O)C(=O)NCC2CCCO2)cc1 (configuration not stated)
→ 3	5	0.1	-13	0	6	3	-6	-7	1
28	Cc1ccc(NC(=O)c2ccc(S(=O)(=O)N3CCOCC3)cc2)c(C)c1
→ 0	6	1.7	18	0	-1	-10	3	-6	1
29	NS(=O)(=O)c1ccc(NC(=O)COC(=O)c2cnc(Cl)c(Cl)c2)cc1
→ -1	-10	-1.5	10	-3	7	15	3	1	-7
30	Cc1nn(Cc2ccccc2)c2c1C(c1cccc(Cl)c1)C(C#N)=C(N)O2 (configuration not stated)
→ -7	3	-0.6	22	-3	2	2	11	20	-9

Each structure is followed by: PrPC TRFRET	MazF activator	BoNT A protease	VHR inh abs	Anthrax LF inh2	SARS 3CLpro inh	CCHFV vOTU inh	Rv3671c inh	PriA SSB inh	BoNT F protease
31	CC(=O)c1cc2c(cc1NC(=O)c1ccc(Cl)cc1)OCCO2
→ -2	-29	-2.5	10	-2	2	7	2	-5	26
32	Cn1nc(C(F)(F)F)cc1C(=O)NC1CCCCCC1
→ /	4	0.5	33	-3	2	/	-1	-24	0
33	O=C(COC(=O)c1ccc(O)cc1)Nc1ccc(Cl)cc1
→ 3	3	/	-14	/	1	-17	2	-5	/
34	CCOc1ccc(-c2c(C(=O)N/N=C/c3ccc(C)s3)nnn2-c2nonc2N)cc1
→ /	-10	1.0	4	4	9	/	-12	/	-8
35	Cc1nc(-n2ncc(C#N)c2N)c2c3c(sc2n1)CCC3
→ 3	12	0.1	19	1	0	-9	-4	-10	1
36	NS(=O)(=O)c1ccc(N/C=C\C(=O)c2ccc3ccccc3c2)cc1
→ 4	-46	0.5	-8	1	0	15	-39	5	-7
37	CC(=O)Nc1cc(C)c(S(C)(=O)=O)c(C)c1
→ 5	0	-0.8	-8	-3	-6	-19	-6	-5	-2
38	C(#CC1CCCCC1)c1ccc2c(c1)COc1c3ccccc3nn1-2
→ 6	-5	0.3	23	-5	/	-2	-3	0	1
39	O=C(Nc1ccc(Cl)c(S(=O)(=O)N2CCOCC2)c1)c1ccccc1-c1ccc(C(F)(F)F)cc1
→ -3	-5	0.1	6	2	-1	18	-75	-7	-1
40	Cc1cccc(N2C(=O)c3cccc4c(N)ccc(c34)C2=O)c1
→ -17	i	5.0	18	-3	-27	15	11	-54	28
41	CCCn1nnnc1SCC(=O)Nc1cccc(NC(=O)c2ccco2)c1
→ -9	6	0.8	6	-1	-2	-1	-4	-18	-3
42	CN(C)c1cccc(/C=C(\C#N)c2ccccc2)c1
→ 22	-9	-2.0	13	5	0	9	-5	-4	-9
43	COc1ccc(OC)c(CNc2ccc(F)c(Cl)c2)c1
→ 7	-1	-1.5	11	-8	-2	-1	-1	4	-22
44	Nc1ncnc2c1ncn2[C@H]1C[C@H](O)[C@@H](CO)O1
→ 2	6	0.7	22	-2	0	-1	-13	-10	4
45	O=C(N/N=C\c1ccc(Cl)cc1Cl)c1sccc1-n1cccc1
→ 7	10	1.3	13	-4	3	9	-11	/	12

Each structure is followed by: PrPC TRFRET	MazF activator	BoNT A protease	VHR inh abs	Anthrax LF inh2	SARS 3CLpro inh	CCHFV vOTU inh	Rv3671c inh	PriA SSB inh	BoNT F protease
46	Cc1ccc(NC(=O)/C(=C\c2ccc([N+](=O)[O-])cc2)NC(=O)c2ccccc2)cc1
→ -15	1	0.1	6	1	5	10	-28	-8	0
47	CCn1ccnc1CN(C)Cc1c(C(=O)N2CCCCCCC2)nc2ccc(Cl)cn12
→ -8	2	0.4	-2	-2	-1	-4	11	-9	-7
48	CCCCCC1CC(CC(C)C(=O)Nc2nncs2)C(=O)O1 (configuration not stated)
→ -5	2	0.7	25	-2	5	-9	3	-10	-5
49	CCCCN(CCCC)c1cn[nH]c(=O)c1Cl
→ 0	5	-0.3	22	-3	1	8	4	-13	-3
50	Cc1cc(C(=O)CCC(=O)N(C)CC(=O)Nc2c(Cl)cccc2Cl)c(C)s1
→ -1	0	0.0	/	1	/	-3	0	-3	-5
51	O=C(CSc1nnc(-c2ccco2)c(-c2ccco2)n1)Nc1ccccc1
→ 3	3	5.2	5	5	4	5	8	9	-4
52	CCOC(=O)c1c(C)[nH]c(C(=O)O)c1C
→ 2	0	-0.1	11	2	-2	11	-2	0	-3
53	O=C(CC1CC2CCC1C2)NCc1cccs1 (configuration not stated)
→ 2	9	0.5	3	1	0	11	4	-6	11

High-throughput results (PubChem)
